Assay outcomes: PubChem BioAssay, several laboratories
PLC-beta3 inh: PLC-beta3 (human) inhibition, primary screen | Q01970 | Purified PLC-beta3, fluorogenic substrate, fluorescence | inhibition, % at 12.2 µM | hit rate 0.18% among 370,000; in the data active = inhibition above about 11%;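 also: 0% = median of compound wells on plate and 100% = full blocker control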
DAX1 inh-1: inhibitors of human orphan nuclear receptor DAX1 (NR0B1). P51843. HEK293 Gal4-DAX1 luciferase reporter, luminescence. inhibition, % at 6.75 µM. hit rate 0.99% among 340,000. AID 504766;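 active = inhibition above the mean over all tested compounds plus 3 SD, cut at about 4.2% in these data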;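 also: 0% = DAX1-transfected cells with DMSO and 100% = empty-vector control cells with DMSO; inhibition shows as a rise in luminescence from relieved DAX1 repression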
Target sequence (P51843 207-470 limits assumed): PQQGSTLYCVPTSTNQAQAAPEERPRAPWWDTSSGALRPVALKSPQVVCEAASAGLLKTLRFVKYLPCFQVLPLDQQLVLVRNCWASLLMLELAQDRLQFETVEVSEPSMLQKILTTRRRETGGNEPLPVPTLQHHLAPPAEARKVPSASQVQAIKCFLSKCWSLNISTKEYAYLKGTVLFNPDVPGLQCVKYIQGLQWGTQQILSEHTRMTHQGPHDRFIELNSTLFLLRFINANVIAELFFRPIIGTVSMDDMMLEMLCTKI
MBD2 inh: inhibitors of human MBD2 binding to methylated oligonucleotide; Q9UBB5; TR-FRET; inhibition, % at 4.4 µM; hit rate 0.31% among 370,000; in the data active = inhibition above about 13%
Target sequence (Q9UBB5 whole entry, looked up): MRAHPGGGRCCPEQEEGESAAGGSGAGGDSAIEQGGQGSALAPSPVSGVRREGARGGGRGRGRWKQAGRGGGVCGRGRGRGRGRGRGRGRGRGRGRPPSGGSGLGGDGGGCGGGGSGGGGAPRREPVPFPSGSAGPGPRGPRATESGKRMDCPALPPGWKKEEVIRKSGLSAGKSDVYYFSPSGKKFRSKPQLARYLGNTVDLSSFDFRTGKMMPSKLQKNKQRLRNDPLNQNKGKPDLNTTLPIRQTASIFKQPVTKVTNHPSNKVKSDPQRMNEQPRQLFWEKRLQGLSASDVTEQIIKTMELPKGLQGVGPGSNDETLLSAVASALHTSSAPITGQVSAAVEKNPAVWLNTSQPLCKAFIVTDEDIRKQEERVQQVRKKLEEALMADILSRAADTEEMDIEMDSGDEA
hgDAF12 agonist: activates the H. glycines DAF-12 receptor ligand-binding domain. HEK293 GAL4-hgDAF12 UAS-luciferase reporter, agonist luminescence; normalized to butyrate control. activation, % at 6.8 µM. hit rate 1.8% among 370,000;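 active = activation above a cutoff set at the mean of all screened compounds plus 3 SD, cut at about 10% in these data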;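 also: 0% = DMSO wells and 100% = sodium butyrate wells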
ssDAF-12 act: activates DAF-12 receptor from parasite S. stercoralis; HEK293 ssDAF-12/GRIP1 lit1-tk-luc reporter, luminescence; % of 3 µM dafachronic acid response; activation, % at 6.8 µM; hit rate 1% among 370,000; AID 652126;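 active = activation above the mean over all tested compounds plus 3 SD, cut at about 0.9% in these data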;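 also: 0% = DMSO-only wells and 100% = 3 µM delta7-dafachronic acid wells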
NR1D1 modulator: modulates human Rev-erb alpha binding to DNA; Rev-erbα–FITC-DNA binding, fluorescence polarization, 90 min; activity, % at 10 µM; hit rate 0.79% among 370,000;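 active = activity above about 14%, limit read from the data; passing the limit was not always enough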;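 also: 0% = DMSO wells with 35 nM protein and 100% = DMSO wells with 750 nM protein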
SMARCA2 act: SMARCA2 function activation, primary screen; MG213 cells, MMTV-luciferase reporter, dexamethasone, overnight; activation, % at 9.1 µM; hit rate 1% among 370,000; AID 652017; in the data active = activation above about 7.8%;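 also: 0% = vehicle wells and 100% = reference activator wells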
ADAM17 inh: ADAM17 inhibition, QFRET primary screen. P78536. recombinant ADAM17, EDANS/DABCYL FRET peptide cleavage. inhibition, % at 6.95 µM. hit rate 0.83% among 370,000. AID 720648;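 active = inhibition above the mean of compounds lying between control limits plus 3 SD, set per campaign, cut at about 8.5% in these data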;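 also: 0% = DMSO-only wells as the low control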
DAX1 inh-2: DAX1 (NR0B1) inhibition, primary screen. inhibition, % at 6.8 µM. HEK293T StAR-luciferase reporter, SF-1/DAX-1 repression relief. hit rate 1.1% among 370,000. AID 652010;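 active = inhibition above the mean over all tested compounds plus 3 SD, cut at about 3.6% in these data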;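 also: 0% = DAX-1 cells with DMSO and 100% = cells lacking DAX-1 with DMSO; higher inhibition means more luminescence from relief of DAX-1 repression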
PLCg1 inh: inhibitors of human phospholipase C gamma1. P19174. purified PLC-gamma1, fluorogenic substrate, fluorescence. inhibition, % at 12.2 µM. hit rate 0.84% among 370,000; in the data active = inhibition above about 9.5%
hcDAF12 agonist: activators of H. contortus DAF-12 nuclear receptor | AID 652067 | hit rate 1.4% among 370,000 | HEK293 hcDAF-12 lit1-tk-luc reporter, luminescence; 0% DMSO, 100% Δ7-dafachronic acid | activation, % at 6.8 µM;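 active = activation above the mean of all tested compounds plus 3 SD, cut at about 5.5% in these data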;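 also: 100% = response to 3 µM Δ7-dafachronic acid high control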
* marks the source's active call; other numbers are inactive results; i = inactive; · = no result given. Compounds were not picked by outcome. Share with any hit: about 7.4%.

[1] O=C1/C(=C\c2ccco2)SC(=S)N1Cc1ccccc1
[2] O=C(NC(=S)N1CCN(CCO)CC1)C12CC3CC(CC(C3)C1)C2
[3] O=c1c(-c2cccc(Cl)c2)c[nH]n1-c1ccccc1
[4] O=C(Nc1cccc(C(=O)N2CCCCC2)c1)c1ccccc1
[5] C[C@H](NC(=O)c1nc[nH]c1C(=O)N[C@@H](C)C(=O)OC(C)(C)C)C(=O)OCc1ccccc1
[6] Cc1c(C)n2c(SCC(=O)N3CCCCC3)nnc2[nH]c1=O
[7] Cc1csc(SCC(=O)NCc2ccccc2Cl)n1
[8] COc1ccc(C(=O)OCCN2CCN(C3CN(Cc4cn(Cc5ccccc5C(F)(F)F)nn4)S(=O)(=O)C3)CC2)cc1OC (stereo unspecified)
compound no.	1	2	3	4	5	6	7	8
PLC-beta3 inh	-19.4	-3.0	-6.2	3.2	3.6	-7.8	-6.2	2.4
DAX1 inh-1	0.2	0.2	1.8	0.2	0.1	0.9	1.2	·
MBD2 inh	-3.2	1.3	2.9	-0.5	1.5	0.5	0.1	8.4
hgDAF12 agonist	-0.5	-1.5	3.3	2.5	-0.5	0.2	-2.5	-3.0
ssDAF-12 act	0.6	-0.7	-0.3	-0.6	-1.5	-0.8	-1.3	-2.6
NR1D1 modulator	-2.7	-2.9	5.2	-0.8	1.0	1.2	-2.3	3.6
SMARCA2 act	-2.4	0.7	3.4	1.8	2.7	2.4	-4.0	1.8
ADAM17 inh	0.8	-2.7	-1.5	-0.9	3.4	-6.0	-4.0	-0.3
DAX1 inh-2	-0.3	-0.4	0.2	1.0	-0.7	3.6	0.8	-3.1
PLCg1 inh	-6.9	-1.1	-2.0	0.3	2.5	-2.9	-2.9	0.8
hcDAF12 agonist	2.8	0.3	1.1	-0.5	-1.4	0.1	-1.4	-3.3

Ordered by the number under ADAM17 inh (descending): 4 from the list above
#	SMILES	ADAM17 inh
8	COc1ccc(C(=O)OCCN2CCN(C3CN(Cc4cn(Cc5ccccc5C(F)(F)F)nn4)S(=O)(=O)C3)CC2)cc1OC (stereo unspecified)	-0.3
4	O=C(Nc1cccc(C(=O)N2CCCCC2)c1)c1ccccc1	-0.9
3	O=c1c(-c2cccc(Cl)c2)c[nH]n1-c1ccccc1	-1.5
6	Cc1c(C)n2c(SCC(=O)N3CCCCC3)nnc2[nH]c1=O	-6.0

Pulled one by one from above:
[7] Cc1csc(SCC(=O)NCc2ccccc2Cl)n1
[6] Cc1c(C)n2c(SCC(=O)N3CCCCC3)nnc2[nH]c1=O
compound no.	7	6
PLC-beta3 inh	-6.2	-7.8
DAX1 inh-1	1.2	0.9
MBD2 inh	0.1	0.5
hgDAF12 agonist	-2.5	0.2
ssDAF-12 act	-1.3	-0.8
NR1D1 modulator	-2.3	1.2
SMARCA2 act	-4.0	2.4
ADAM17 inh	-4.0	-6.0
DAX1 inh-2	0.8	3.6
PLCg1 inh	-2.9	-2.9
hcDAF12 agonist	-1.4	0.1

Next section:
[9] CC(C)NC(=S)N/N=C/c1ccc2c(c1)OCCO2
[10] COc1cc(NC(=O)c2cccnc2)c(Cl)cc1NC(=O)c1ccc(Cl)cc1
[11] CCN1CCN(C(=S)c2ccc(OCC(=O)NCc3ccccc3)cc2)CC1
[12] CC1(C)CC2(CC(c3ccccc3F)c3cc(Cl)c(O)cc3O2)NC(=S)N1 (stereo unspecified)
[13] COc1ccccc1CNC(=O)C/C(C)=N/NC(=O)Cc1ccccc1
[14] COc1ccc(OC)c(-n2nnnc2SCC(=O)Nc2ccc(C(=O)N3CCCCC3)cc2)c1
[15] CCOc1ccc(CCNC(=O)COC(=O)c2cc(=O)[nH]c3ccccc23)cc1OCC
[16] CC1CC(C)CN(C(=O)c2ccc(-c3ccc([N+](=O)[O-])cc3)o2)C1 (stereo unspecified)
compound no.	9	10	11	12	13	14	15	16
PLC-beta3 inh	-6.7	-1.5	-0.5	-4.3	2.3	-5.4	-9.0	-29.5
DAX1 inh-1	0.3	1.2	2.1	-0.9	0.1	-2.1	-0.2	-1.3
MBD2 inh	-1.9	-2.7	0.6	4.0	-4.3	3.7	-3.0	1.3
hgDAF12 agonist	0.2	-1.2	-0.3	-4.7	0.2	-3.1	3.4	2.9
ssDAF-12 act	-0.8	-0.6	-1.0	-1.7	-1.2	-1.9	-0.7	-1.2
NR1D1 modulator	2.7	-6.3	2.8	-4.0	1.7	-4.1	3.2	4.3
SMARCA2 act	1.1	0.9	-0.1	0.0	-0.2	-3.0	-1.1	2.4
ADAM17 inh	0.9	2.9	0.7	-1.1	2.6	-1.9	-7.8	-1.6
DAX1 inh-2	0.0	0.7	0.1	-1.4	0.2	1.5	-5.0	-1.1
PLCg1 inh	-7.1	2.3	2.1	0.5	1.4	-2.5	-6.0	-20.4
hcDAF12 agonist	-0.1	0.6	-0.2	-4.7	-0.6	-1.3	-1.1	0.5

[17] Cc1cc[n+](CC(=O)c2cccs2)cc1
[18] COc1ccc(COC(=O)c2ccc(S(=O)(=O)N3CCC(C)CC3)cc2)cc1
[19] CSC1=NCCN1C(=O)C(C)Oc1ccccc1 (stereo unspecified)
[20] Cc1ccc(C(=O)CSc2ncn[nH]2)cc1
[21] COc1ccc(-c2cn(Cc3ccc(C(N)=O)cc3)c(CCN)n2)cc1
[22] O=C(COC(=O)CNC(=O)c1ccco1)Nc1ccccc1OC(F)F
[23] Nc1nc(SCC(=O)NCCO)nc2sc3c(c12)CCCC3
[24] Cc1ccc(NS(=O)(=O)c2ccc(Br)s2)cc1S(=O)(=O)N1CCOCC1
compound no.	17	18	19	20	21	22	23	24
PLC-beta3 inh	-3.3	-5.9	0.7	3.5	-169.4	-3.7	1.8	-1.5
DAX1 inh-1	-0.3	1.2	1.4	0.6	4.1	-0.5	-0.1	0.6
MBD2 inh	-1.4	4.7	2.1	-0.6	8.5	1.9	-2.4	-7.6
hgDAF12 agonist	-2.0	-2.5	2.4	0.7	7.0	-1.1	-0.7	1.9
ssDAF-12 act	-0.6	-0.7	-0.1	-1.1	-0.9	-0.7	-1.1	-1.2
NR1D1 modulator	-1.9	-2.1	4.9	3.4	2.7	-1.9	0.1	-0.8
SMARCA2 act	0.9	-3.0	-0.3	4.2	2.6	-3.5	1.2	-1.8
ADAM17 inh	3.7	-2.7	-4.5	-1.1	-13.6	-6.0	-4.9	-0.9
DAX1 inh-2	0.6	-0.4	0.8	-0.5	0.1	0.2	-0.4	-0.3
PLCg1 inh	0.8	4.0	-1.2	2.8	-117.3	1.4	2.7	-0.8
hcDAF12 agonist	-2.0	-1.3	-0.1	0.5	-1.4	-1.4	-1.3	-1.4

[25] Cc1cc(C)n2cc(CSc3nnc(-c4ccccc4)c(-c4ccccc4)n3)nc2n1
[26] O=C1CSC(c2cn(-c3ccccc3)nc2-c2cccs2)N1CC1CCCO1 (stereo unspecified)
[27] CCOc1cc(/C=C2\SC(=N)N(c3nonc3N)C2=O)ccc1OCC(N)=O
[28] Cc1nc(N)sc1-c1nnc(SCC(=O)Nc2nccs2)n1C
[29] Cc1ccc2oc(-c3ccc(NC(=O)c4ccc5c(c4)OCO5)cc3)nc2c1
[30] CN(C(=O)c1ccc(NC(=O)Cc2cccc(NC(=O)C3CCN(C(=O)C4CCCCC4)CC3)c2)cc1)C1CCCC1
[31] COc1ccc(C(=O)c2c(C)oc3ccc(O)cc23)cc1
[32] O=C(/C=C/c1ccc(S(=O)(=O)N2CCOCC2)cc1)OCC(=O)c1ccc([N+](=O)[O-])cc1
compound no.	25	26	27	28	29	30	31	32
PLC-beta3 inh	-6.6	-3.1	1.9	1.8	-8.8	-0.7	-8.5	-4.5
DAX1 inh-1	-0.7	-0.7	2.2	0.6	-0.2	-0.7	-1.4	2.4
MBD2 inh	-0.8	1.7	-1.0	2.8	-1.9	2.1	1.8	0.6
hgDAF12 agonist	-2.8	1.8	2.9	1.4	3.3	1.0	0.3	-0.3
ssDAF-12 act	-1.4	-1.2	-0.9	-1.1	-1.0	-1.5	-0.8	-1.5
NR1D1 modulator	-0.1	4.6	-5.5	-2.9	-4.3	-1.2	3.1	0.5
SMARCA2 act	-2.2	-3.4	-1.2	1.2	1.6	0.0	-0.6	0.1
ADAM17 inh	-1.3	-2.9	2.4	-1.1	-3.6	-2.9	-1.1	-2.1
DAX1 inh-2	0.3	-0.8	0.4	1.5	-0.3	0.2	-0.4	-0.4
PLCg1 inh	1.6	0.8	-1.9	0.9	-7.2	-0.2	-0.6	0.2
hcDAF12 agonist	-1.8	-2.4	-0.9	-0.5	-1.3	-1.1	-1.5	-0.6

[33] C/C(=N/NS(=O)(=O)c1ccc(Cl)cc1)c1ccc2c(c1)OCO2
[34] Cc1ccc(Nc2nnc(SC3CCOC3=O)s2)cc1 (stereo unspecified)
[35] O=C(CCN1C(=O)/C(=C\c2cccs2)SC1=S)NC1=NCCS1
[36] CCOc1ccc(N(CC(=O)NC2CCCC(C)C2C)S(=O)(=O)c2c(C)noc2C)cc1 (stereo unspecified)
[37] CC(C)CN1CCC(=O)N([C@H](COc2ccccc2)Cc2ccccc2)CC1
[38] COc1ccc(S(=O)(=O)Nc2nnc(C(C)C)s2)cc1
[39] Cc1ccccc1C(=O)NNC(=O)CCCCC(=O)NNC(=O)c1ccccc1C
[40] CCOC(=O)COc1ccc2cc(C(=O)OCC)c(=O)oc2c1
compound no.	33	34	35	36	37	38	39	40
PLC-beta3 inh	-9.8	3.2	-0.8	3.9	3.1	-3.4	-3.6	-169.7
DAX1 inh-1	3.8	0.5	-0.8	2.9	0.2	0.5	-0.6	-1.2
MBD2 inh	8.3	2.8	-1.1	4.0	0.7	8.5	1.6	-8.3
hgDAF12 agonist	0.0	1.7	3.1	8.5	-0.4	3.7	-1.2	2.5
ssDAF-12 act	-1.1	-1.7	-1.2	-0.7	-1.2	-0.6	-1.3	-0.9
NR1D1 modulator	-0.2	1.5	-2.6	5.2	-3.5	-5.8	-1.2	2.5
SMARCA2 act	-4.3	-1.5	0.0	0.1	0.6	-2.9	-3.2	0.2
ADAM17 inh	-6.0	3.4	5.1	-1.5	-0.3	0.5	-0.1	i
DAX1 inh-2	0.7	-0.3	-0.2	0.5	-0.2	0.2	0.2	0.0
PLCg1 inh	5.1	2.2	0.8	-1.3	0.2	-2.5	-1.8	-120.5
hcDAF12 agonist	-1.0	-1.5	-0.6	0.5	-1.4	-0.3	-1.6	-0.4

[41] COC(CNC(=O)C1CC(=O)N(CCc2ccccc2)C1)OC (stereo unspecified)
[42] CCCCNC(=O)NCCCN1CCN(c2ccc(F)cc2)CC1
[43] CCOC(=O)C1CCN(C(=O)c2ccc(OC3CCN(C(=O)CCOC)CC3)cc2)CC1
[44] O=C(NCN1CCN(c2ccccn2)CC1)c1cnccn1
[45] Cc1cc(=O)oc2cc(OCCCC[n+]3ccccc3)ccc12
compound no.	41	42	43	44	45
PLC-beta3 inh	-1.1	0.0	-3.7	0.4	-19.0
DAX1 inh-1	1.0	·	0.5	0.1	-1.4
MBD2 inh	-1.4	-8.0	3.6	-3.7	4.2
hgDAF12 agonist	2.1	-2.7	3.7	-1.5	0.9
ssDAF-12 act	-1.4	-1.7	-1.1	-1.7	-0.5
NR1D1 modulator	-6.9	2.4	-5.6	-2.4	4.7
SMARCA2 act	-0.8	-3.5	4.5	-1.2	-1.8
ADAM17 inh	-3.3	3.5	-2.4	-6.2	-35.0
DAX1 inh-2	0.3	0.2	-1.3	0.3	0.3
PLCg1 inh	2.1	2.0	6.3	-1.9	-6.5
hcDAF12 agonist	0.7	-1.2	-0.1	-1.2	2.9
